Rac1 mut GTP = modulators of GTP binding to human Rac1 activated mutant. P63000. GST-Rac1 activated beads, fluorescent GTP binding, flow cytometry; actives lie on both sides; 100% means binding = to untreated wells. percent activity (GTP binding), % at 10 µM. hit rate 0.11% among 190,000;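 active means GTP binding at least 20 percentage points away from the 100% baseline, in either direction, so actives lie on both sides; inconclusive means Compound likely fluorescent itself, or too few beads counted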
Bim-Bcl-W = human Bim-Bcl-W interaction inhibition; hit rate 0.02% among 190,000; AID 952; bead-based flow cytometry, Bim peptide-Bcl-W binding; Q92843; inhibition, % at 10 µM;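 further: 0% = bound tracer without compound and 100% = peptide blocker; higher means less fluorescent Bim peptide bound to Bcl-W beads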
Target sequence (Q92843 whole entry, looked up): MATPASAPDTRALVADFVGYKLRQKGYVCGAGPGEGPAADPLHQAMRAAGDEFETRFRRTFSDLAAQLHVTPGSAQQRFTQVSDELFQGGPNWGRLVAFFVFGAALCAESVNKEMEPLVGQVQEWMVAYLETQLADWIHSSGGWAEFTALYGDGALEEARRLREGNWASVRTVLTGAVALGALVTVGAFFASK
Cdc42 wt = changes GTP binding to wildtype human Cdc42; P60953; GST-Cdc42 beads, Bodipy-GTP binding, flow cytometry; actives lie on both sides; percent activity (GTP binding), % at 10 µM; hit rate 0.2% among 190,000; AID 761;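 active means percent activity GTP binding at least 20 points away from the 100% baseline, either down as inhibitor or up as activator; inconclusive means compound flagged as likely green fluorescent from well-wide comparison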;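 further: median bead fluorescence of bound Bodipy-FL-GTP at 100 nM; 0% = excess unlabeled GTP control and 100% = no compound control; below 100% means less GTP binding so inhibitor and above means activator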
Target sequence (P60953 whole entry, looked up): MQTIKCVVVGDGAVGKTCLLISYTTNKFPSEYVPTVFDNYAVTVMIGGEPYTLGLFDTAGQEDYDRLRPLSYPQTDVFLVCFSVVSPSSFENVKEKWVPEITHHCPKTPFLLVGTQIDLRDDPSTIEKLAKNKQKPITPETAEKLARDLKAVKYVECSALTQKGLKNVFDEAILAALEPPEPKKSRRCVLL
Bim-Bfl-1 = disrupts Bim binding to human Bfl-1; Bead-based flow cytometry, Bim-Bfl-1 binding inhibition; inhibition, % at 10 µM; hit rate 0.12% among 190,000; Q16548; AID 1008;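 further: 0% = wells without compound plus tracer and 100% = blocker peptide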
Rab7 wt modul = dog Rab7 wildtype GTP binding, inhibitors and activators; GST-Rab7 beads, fluorescent GTP binding, flow cytometry; actives lie on both sides; untreated = 100%, excess cold GTP = 0%; GTP binding activity (percent of control), % at 10 µM; hit rate 0.055% among 190,000; AID 758;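 active means fluorescent GTP binding to Rab7 beads changed by at least 20 points from the 100% baseline, either direction, mostly lower; inconclusive means compound itself probably fluorescent, or too few beads counted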;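 further: median green fluorescence of bound Bodipy-FL-GTP per Rab7 bead population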
Bcl-2 Bim block = inhibitors of Bim-Bcl-2 interaction, human. Bead-based flow cytometry, Bim peptide-Bcl-2 binding. inhibition, % at 10 µM. hit rate 0.06% among 190,000. AID 950; in the data active means inhibition above about 40%; inconclusive means no clear call, values can overlap the other calls;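 further: 0% = no compound wells with probe peptide and 100% = reference peptide inhibitor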
Bcl-XL Bim block = disrupts Bim peptide binding to human Bcl-XL. hit rate 0.04% among 190,000. Q07817. inhibition, % at 10 µM. AID 1007. bead flow cytometry, fluorescence
Target sequence (Q07817 whole entry, looked up): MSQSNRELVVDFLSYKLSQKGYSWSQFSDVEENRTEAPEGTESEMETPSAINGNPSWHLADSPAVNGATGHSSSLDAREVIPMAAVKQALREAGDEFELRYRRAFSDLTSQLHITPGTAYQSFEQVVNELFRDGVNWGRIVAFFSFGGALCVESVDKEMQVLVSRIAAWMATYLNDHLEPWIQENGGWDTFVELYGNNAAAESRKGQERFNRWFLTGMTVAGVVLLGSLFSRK
Rab2 wt GTP = changes GTP binding to wildtype dog Rab2A, up or down; GST-Rab2 wt beads, Bodipy-GTP binding, flow cytometry; GTP binding activity, % at 10 µM; hit rate 0.19% among 190,000;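 active means GTP binding activity at least 20 points away from 100%, either lowered or raised; inconclusive means signal likely due to the compound's own green fluorescence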;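 further: 0% = beads with excess unlabeled GTP and 100% = no-compound control corrected for plate trend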
Bim-Bcl-B = disrupts Bim peptide binding to human Bcl-B. Q9HD36. bead-based flow cytometry. inhibition, % at 10 µM. hit rate 0.073% among 190,000;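 further: 0% = tracer peptide without compound and 100% = reference inhibitor peptide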
Target sequence (Q9HD36 whole entry, looked up): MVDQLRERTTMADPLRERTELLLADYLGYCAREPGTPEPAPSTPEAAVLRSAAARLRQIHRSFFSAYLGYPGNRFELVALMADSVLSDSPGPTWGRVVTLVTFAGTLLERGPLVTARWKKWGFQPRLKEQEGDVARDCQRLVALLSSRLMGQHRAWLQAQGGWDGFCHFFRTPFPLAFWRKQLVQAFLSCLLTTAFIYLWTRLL
HRas wt GTP bind = modulators of GTP binding to human HRas wildtype; hit rate 0.14% among 190,000; GTP binding activity, % at 10 µM; GST-Ras wt beads, Bodipy-FL-GTP binding, flow cytometry; actives lie on both sides; P01112;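 active means GTP binding activity at least 20% away from the 100% baseline, either lowered as inhibitor or raised as activator; inconclusive means flagged as likely green fluorescent, judged across all proteins in the well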;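 further: 0% = unlabeled GTP competition control and 100% = no-compound control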
Target sequence (P01112 whole entry, looked up): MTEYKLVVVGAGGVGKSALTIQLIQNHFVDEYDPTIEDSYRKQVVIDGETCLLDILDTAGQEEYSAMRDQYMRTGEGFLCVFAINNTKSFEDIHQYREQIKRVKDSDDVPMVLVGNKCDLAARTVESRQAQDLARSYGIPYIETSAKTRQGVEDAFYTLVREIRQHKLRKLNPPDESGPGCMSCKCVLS
Rac1 wt modul = human Rac1 wildtype GTP binding, inhibitors and activators; hit rate 0.27% among 190,000; GST-Rac1 beads, fluorescent GTP binding, flow cytometry; actives lie on both sides; 0 = cold GTP competed, 100 = untreated; P63000; GTP binding activity (% of control), % at 10 µM;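 active means GTP binding activity at least 20 points away from the 100% control level, either lower or higher; inconclusive means compound flagged as likely green fluorescent, judged across all proteins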
The depositor's hits bear a star; ? = inconclusive. Unless noted, no stated cut-off is given here; in the data, active means inhibition above about 40%.

SMILES	Rac1 mut GTP	Bim-Bcl-W	Cdc42 wt	Bim-Bfl-1	Rab7 wt modul	Bcl-2 Bim block	Bcl-XL Bim block	Rab2 wt GTP	Bim-Bcl-B	HRas wt GTP bind	Rac1 wt modul
Cc1ccc(C)n1NC(=O)c1ccccc1[N+](=O)[O-]	96.0	-3.0	101.0	-5.0	106.0	-1.0	0.0	105.0	-4.0	102.0	101.0
Cn1c(N)c(C(=O)COC(=O)C2CCCCC2)c(=O)n(C)c1=O	95.0	1.0	96.0	-6.0	93.0	-8.0	3.0	96.0	-6.0	94.0	101.0
COc1ccc(NC(=O)CCNS(=O)(=O)c2ccc(Br)s2)cc1	103.0	0.0	107.0	-2.0	111.0	-2.0	-2.0	109.0	0.0	108.0	106.0
Cc1c(C2C(C#N)=C(N)N(c3ccccc3C#N)C3=C2C(=O)CCC3)cnn1C (stereo not given)	103.0	-1.0	104.0	-15.0	101.0	-7.0	-5.0	99.0	-4.0	101.0	100.0
COC(=O)c1c(NC(=O)CC2SCC(C(=O)OC)NC2=O)sc2c1CCCC2 (stereo not given)	97.0	2.0	101.0	12.0	98.0	-6.0	-1.0	100.0	-6.0	99.0	106.0
CCOc1cccc(-c2nnc3sc(C4CCCCC4)nn23)c1	101.0	1.0	103.0	1.0	100.0	2.0	0.0	98.0	-7.0	102.0	111.0
COc1ccc(Cn2c(C)c(C)c(C#N)c2NC(=O)Nc2ccc(F)cc2)cc1	99.0	0.0	101.0	-12.0	106.0	-6.0	-4.0	102.0	-9.0	99.0	102.0
CC(=O)NC1C(=O)N(CCc2ccccc2)c2ccc(Br)cc21 (stereo not given)	98.0	3.0	105.0	3.0	106.0	0.0	3.0	108.0	0.0	104.0	105.0
CC(C)CCn1c(SCC(=O)OCn2nnc3ccccc3c2=O)nc2ccccc2c1=O	100.0	0.0	101.0	-9.0	101.0	-7.0	4.0	101.0	-10.0	99.0	102.0
COc1cccc(-c2nnc(NC(=O)Cc3cccs3)s2)c1	100.0	3.0	104.0	-10.0	101.0	-6.0	-1.0	101.0	-6.0	100.0	108.0
CCCCCC(=O)N/N=C(\C)c1ccc(N2CCCCC2)cc1	103.0	-4.0	106.0	-1.0	99.0	-2.0	-4.0	101.0	-4.0	103.0	104.0
Cc1ccc(-n2nnc3c(=O)oc4ccccc4c32)cc1	99.0	-2.0	101.0	-17.0	98.0	-9.0	-11.0	97.0	-9.0	99.0	104.0
COc1cc(C(=O)Nc2nc3ccc(S(=O)(=O)N4CCOCC4)cc3s2)cc(OC)c1OC	100.0	1.0	103.0	-12.0	102.0	-8.0	-4.0	96.0	-8.0	101.0	108.0
O=C(c1ccco1)N1CCN(C(=O)c2cc(-c3ccccn3)nc3ccc(Cl)cc23)CC1	99.0	4.0	103.0	1.0	98.0	-4.0	0.0	96.0	-1.0	99.0	100.0
CC1=NN(c2nc(-c3ccccc3)cs2)C(=O)C1N=Nc1ccccc1 (stereo not given)	88.0	-1.0	90.0	-3.0	94.0	1.0	1.0	88.0	-1.0	91.0	90.0
Cc1nnc(-c2ccccc2)nc1N(C)C	97.0	0.0	98.0	-4.0	94.0	-2.0	-1.0	96.0	-1.0	95.0	96.0
CC(C)(O)C(=O)NNC(=S)Nc1cccc(C(F)(F)F)c1	96.0	2.0	95.0	3.0	103.0	0.0	-2.0	100.0	-41.0	96.0	99.0
Cc1cc(NC(=O)CSc2nnc(-c3ccccc3)n2Cc2ccco2)no1	102.0	-3.0	97.0	-10.0	101.0	-8.0	-8.0	100.0	-9.0	100.0	105.0
CCn1ncc(CNC(=O)C2(C)CC2(Br)Br)c1C (stereo not given)	102.0	-4.0	102.0	-2.0	99.0	-3.0	-6.0	100.0	-5.0	100.0	102.0
N#CCCN(C(=O)COC(=O)C1CCN(S(=O)(=O)c2cccs2)CC1)c1ccccc1	95.0	-3.0	96.0	6.0	96.0	3.0	3.0	97.0	6.0	96.0	98.0
CCOC(=O)N1CCN(C(=O)CNC(=O)Cn2cnc3ccccc3c2=O)CC1	95.0	1.0	103.0	-4.0	99.0	-1.0	-2.0	101.0	-1.0	100.0	103.0
Cc1cc(C(=O)NCC(=O)OCC(=O)NCCc2ccccc2)ccc1[N+](=O)[O-]	94.0	0.0	95.0	-2.0	95.0	-2.0	-3.0	95.0	-4.0	94.0	100.0
CCc1ccccc1NS(=O)(=O)c1cc(C)ccc1OC	100.0	-1.0	104.0	-12.0	96.0	-9.0	-2.0	101.0	-9.0	102.0	106.0
COCCSc1nnc(NC(=O)CSCc2ccccc2)s1	?	-2.0	?	-10.0	?	-6.0	-4.0	?	-11.0	?	?

One compound at a time (already shown).
Profile of `CC1=NN(c2nc(-c3ccccc3)cs2)C(=O)C1N=Nc1ccccc1` (stereo not given) → Rac1 mut GTP = 88.0; Bim-Bcl-W = -1.0; Cdc42 wt = 90.0; Bim-Bfl-1 = -3.0; Rab7 wt modul = 94.0; Bcl-2 Bim block = 1.0; Bcl-XL Bim block = 1.0; Rab2 wt GTP = 88.0; Bim-Bcl-B = -1.0; HRas wt GTP bind = 91.0; Rac1 wt modul = 90.0
Profile of `CC(C)(O)C(=O)NNC(=S)Nc1cccc(C(F)(F)F)c1` → Rac1 mut GTP = 96.0; Bim-Bcl-W = 2.0; Cdc42 wt = 95.0; Bim-Bfl-1 = 3.0; Rab7 wt modul = 103.0; Bcl-2 Bim block = 0.0; Bcl-XL Bim block = -2.0; Rab2 wt GTP = 100.0; Bim-Bcl-B = -41.0; HRas wt GTP bind = 96.0; Rac1 wt modul = 99.0

(further entries)
SMILES	Rac1 mut GTP	Bim-Bcl-W	Cdc42 wt	Bim-Bfl-1	Rab7 wt modul	Bcl-2 Bim block	Bcl-XL Bim block	Rab2 wt GTP	Bim-Bcl-B	HRas wt GTP bind	Rac1 wt modul
O=C(O)CN=C1NC2(CCCCC2)Cc2ccccc21	98.0	2.0	101.0	0.0	103.0	2.0	-3.0	99.0	-3.0	101.0	105.0
O=C(Cn1nnc(-c2cccs2)n1)NCc1ccccc1	98.0	-2.0	99.0	-5.0	98.0	0.0	0.0	99.0	-7.0	100.0	104.0
CCN(CC)S(=O)(=O)c1ccc(C(=O)Nc2nnc(-c3ccco3)o2)cc1	95.0	-2.0	101.0	-3.0	103.0	-2.0	-2.0	99.0	-3.0	97.0	102.0
O=C(N/N=C/c1ccc(N2CCCC2)c([N+](=O)[O-])c1)c1cccnc1	93.0	0.0	92.0	-6.0	93.0	-3.0	-1.0	93.0	0.0	92.0	92.0
O=C(Nc1ccccc1C(F)(F)F)NC1CCCCCCC1	99.0	0.0	99.0	-15.0	101.0	-6.0	-7.0	102.0	-11.0	101.0	106.0
CCN(CC)C(=O)c1cc2sc3ccccc3c2s1	97.0	0.0	100.0	0.0	98.0	0.0	0.0	100.0	0.0	100.0	101.0
O=C(Nc1cccc(C(F)(F)F)c1)c1cccnc1	102.0	3.0	106.0	-8.0	105.0	-8.0	0.0	103.0	-6.0	107.0	113.0
COc1ccc(O)c(C2NC(CC(C)C)(C(=O)O)C3C(=O)N(Cc4ccccc4)C(=O)C23)c1 (stereo not given)	95.0	-3.0	102.0	0.0	97.0	-2.0	1.0	98.0	0.0	100.0	98.0
Cc1ccc(OCC(O)Cn2c(N)nc3c2c(=O)n(C)c(=O)n3C)cc1 (stereo not given)	94.0	1.0	92.0	-6.0	93.0	-4.0	-1.0	94.0	-6.0	93.0	95.0
CNc1nnc(CSc2nc3ccccc3s2)s1	99.0	4.0	99.0	8.0	100.0	12.0	2.0	102.0	3.0	101.0	104.0
CC1CCc2c(sc3ncnc(N4CCOCC4)c23)C1 (stereo not given)	99.0	-5.0	100.0	-11.0	99.0	-6.0	-8.0	99.0	-8.0	100.0	102.0
CCCNC(=O)CN(C1CCCCC1)S(C)(=O)=O	94.0	9.0	97.0	-2.0	95.0	-1.0	-1.0	94.0	-2.0	96.0	101.0
Cc1ccc(NC(=O)C2C3C=CC4(CN(Cc5cccnc5)C(=O)C24)O3)cc1F (stereo not given)	101.0	1.0	104.0	-9.0	98.0	-6.0	-3.0	102.0	-2.0	102.0	110.0
CCCc1cc2c(cc1NC(=O)c1ccccc1Cl)OCO2	101.0	-1.0	104.0	-1.0	99.0	0.0	-3.0	102.0	-3.0	102.0	102.0
CCN(Cc1ccccc1)c1ccc(/C=N/NC(=O)c2cccc(S(=O)(=O)N3CCOCC3)c2)cc1	100.0	2.0	103.0	-3.0	102.0	0.0	-2.0	100.0	2.0	100.0	102.0
Cc1nc2cc3ccccc3cc2c(=O)[nH]1	100.0	3.0	102.0	-9.0	100.0	-5.0	-7.0	100.0	-4.0	102.0	105.0
CN(CCOC(=O)c1ccccc1)Cc1ccccc1	102.0	-1.0	108.0	-1.0	97.0	0.0	-3.0	102.0	-2.0	103.0	103.0
CCOc1ccc(CC(=O)NCC2(N3CCCCC3)CCCCC2)cc1	?	3.0	?	-2.0	?	2.0	5.0	?	7.0	?	?
COc1ccccc1NC(=O)CSc1nnc(C2CCCCC2)o1	100.0	0.0	100.0	0.0	102.0	2.0	1.0	102.0	0.0	103.0	100.0
CC(C)C(CC(=O)NCc1ccco1)c1ccco1 (stereo not given)	93.0	2.0	92.0	4.0	95.0	0.0	2.0	94.0	4.0	92.0	91.0
COc1ccc(-c2noc(CSc3nc4sc(C)c(C)c4c(=O)n3-c3ccccc3)n2)cc1OC	98.0	1.0	103.0	-8.0	101.0	-13.0	-5.0	100.0	-8.0	102.0	105.0
COc1cccc(CSc2nnc(C(F)(F)F)n2Cc2ccc(F)cc2)c1	98.0	2.0	101.0	3.0	101.0	-1.0	-1.0	99.0	0.0	100.0	99.0
CCOCc1nnc(NC(=O)c2ccc(NC(C)=O)cc2)s1	97.0	0.0	97.0	-9.0	97.0	0.0	0.0	98.0	-5.0	96.0	96.0
N#CCSc1ncnc2ccccc12	99.0	1.0	95.0	-5.0	105.0	-3.0	0.0	99.0	-2.0	96.0	100.0
Clc1ccc2ncc(-c3nnnn3-c3ccccc3)c(-c3ccccc3)c2c1	97.0	-3.0	99.0	-3.0	97.0	-4.0	-5.0	99.0	-1.0	101.0	102.0
COc1ccc(C2Nc3ccccc3C(=O)N2Cc2ccco2)cc1COc1ccc(F)cc1 (stereo not given)	102.0	-7.0	101.0	-4.0	95.0	-1.0	-5.0	100.0	-4.0	103.0	105.0
O=C1c2ccccc2C(=O)N1CCc1c[nH]c2ccc(O)cc12	101.0	-7.0	102.0	-13.0	109.0	-10.0	-12.0	104.0	-12.0	105.0	113.0
CCOC(=O)C1CCCN(CC(O)COCc2ccc3c(c2)OCO3)C1 (stereo not given)	97.0	-6.0	101.0	-5.0	106.0	-2.0	-5.0	99.0	-3.0	95.0	94.0
COC(=O)c1scc(C)c1NC(=O)Cc1ccccc1	95.0	3.0	97.0	1.0	98.0	-2.0	2.0	98.0	-1.0	97.0	94.0
CC(=O)COC(=O)c1cccc(N2C(=O)C3C4C=CC(C4)C3C2=O)c1 (stereo not given)	99.0	-6.0	99.0	-6.0	99.0	-6.0	-6.0	99.0	-7.0	100.0	105.0
Cc1cccc(Cc2cnc(NC(=O)c3ccc(C)o3)s2)c1	93.0	0.0	95.0	-3.0	99.0	-1.0	-2.0	94.0	-4.0	97.0	94.0

High-throughput results (PubChem BioAssay)
